Rab2A wt mod: changes GTP binding to wildtype dog Rab2A, up or down. P61105. GST-Rab2 wt beads, Bodipy-GTP binding, flow cytometry. GTP binding activity, % at 10 µM. actives 0.19% (n = 190,000). AID 760;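 active = GTP binding activity at least 20 points away from 100%, either lowered or raised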;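 note: 0% = beads with excess unlabeled GTP and 100% = no-compound control corrected for plate trend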
Cdc42 wt GTP: modulators (inhibitors or activators) of GTP binding to human Cdc42 wildtype. AID 761. actives 0.2% (n = 190,000). P60953. GST-Cdc42 beads, Bodipy-GTP binding, flow cytometry; actives lie on both sides. percent activity (GTP binding), % at 10 µM;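 active = percent activity GTP binding at least 20 points away from the 100% baseline, either down as inhibitor or up as activator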;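 note: median bead fluorescence of bound Bodipy-FL-GTP at 100 nM; 0% = excess unlabeled GTP control and 100% = no compound control; below 100% means less GTP binding so inhibitor and above means activator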
Target sequence (P60953 whole entry, looked up): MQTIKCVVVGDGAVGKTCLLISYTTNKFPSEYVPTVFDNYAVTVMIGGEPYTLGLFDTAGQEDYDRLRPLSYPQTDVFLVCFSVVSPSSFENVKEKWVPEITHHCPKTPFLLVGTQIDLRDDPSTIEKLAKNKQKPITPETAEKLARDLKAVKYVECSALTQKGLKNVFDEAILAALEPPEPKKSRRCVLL
Pf gametocyte: inhibitors of late stage P. falciparum gametocyte viability. P. falciparum stage V gametocytes, ATP luminescence, 24 h. AID 743093. inhibition, % at 10.9 µM. actives 0.065% (n = 150,000);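 active = inhibition above the mean plus 3 SD of compounds within the control limits, set per campaign, cut at about 38% in these data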;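 note: 0% = DMSO wells and 100% = medium only without gametocytes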
Mcl-1 Bim block: inhibitors of Bim-Mcl-1 interaction, human | actives 0.1% (n = 190,000) | inhibition, % at 10 µM | AID 1009 | Bead-based flow cytometry, Bim peptide-Mcl-1 binding; in the data active = inhibition above about 40%;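 note: 0% = no compound tracer wells and 100% = peptide blocker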
RGS8-Gao: human RGS8-Galphao interaction regulation; response (percent of control binding), % at 10 µM; actives 0.34% (n = 220,000); multiplexed bead flow cytometry, RGS8-Galphao binding; actives lie on both sides; AID 1423; in the data active = response below about 60% or above about 140%; inactive = in between;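 note: Galphao activated as the GDP aluminium fluoride complex binding bead-coupled RGS8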
Target sequence (P09471 whole entry, looked up): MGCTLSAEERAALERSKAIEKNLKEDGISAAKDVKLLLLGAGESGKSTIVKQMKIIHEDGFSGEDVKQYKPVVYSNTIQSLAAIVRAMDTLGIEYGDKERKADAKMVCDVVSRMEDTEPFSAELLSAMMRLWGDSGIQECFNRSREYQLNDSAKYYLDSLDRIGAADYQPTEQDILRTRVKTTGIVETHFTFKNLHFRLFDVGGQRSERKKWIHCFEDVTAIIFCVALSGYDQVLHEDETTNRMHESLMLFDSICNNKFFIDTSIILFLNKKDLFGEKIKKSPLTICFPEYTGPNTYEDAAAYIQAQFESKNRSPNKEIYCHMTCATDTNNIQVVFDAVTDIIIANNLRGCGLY
HRas wt GTP bind: changes GTP binding to wildtype human HRas | P01112 | GST-Ras wt beads, Bodipy-FL-GTP binding, flow cytometry; actives lie on both sides | GTP binding activity, % at 10 µM | actives 0.14% (n = 190,000);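 active = GTP binding activity at least 20% away from the 100% baseline, either lowered as inhibitor or raised as activator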;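 note: 0% = unlabeled GTP competition control and 100% = no-compound control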
Target sequence (P01112 whole entry, looked up): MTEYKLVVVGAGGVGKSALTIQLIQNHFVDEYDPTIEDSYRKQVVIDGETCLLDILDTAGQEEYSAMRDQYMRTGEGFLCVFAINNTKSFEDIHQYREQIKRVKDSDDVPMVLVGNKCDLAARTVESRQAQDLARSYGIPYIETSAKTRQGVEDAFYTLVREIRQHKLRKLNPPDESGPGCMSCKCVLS
Rac1 act GTP bind: modulators of GTP binding to human Rac1 activated mutant; P63000; GST-Rac1 activated beads, fluorescent GTP binding, flow cytometry; actives lie on both sides; 100% means binding = to untreated wells; percent activity (GTP binding), % at 10 µM; actives 0.11% (n = 190,000);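 active = GTP binding at least 20 percentage points away from the 100% baseline, in either direction, so actives lie on both sides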
Rac1 wt modul: modulators of human Rac1 wildtype GTP binding; actives 0.27% (n = 190,000); P63000; GST-Rac1 beads, fluorescent GTP binding, flow cytometry; actives lie on both sides; 0 = cold GTP competed, 100 = untreated; GTP binding activity (% of control), % at 10 µM;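 active = GTP binding activity at least 20 points away from the 100% control level, either lower or higher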
Rab7 wt GTP bind: modulators of GTP binding to dog Rab7 wildtype GTPase; GST-Rab7 beads, fluorescent GTP binding, flow cytometry; actives lie on both sides; untreated = 100%, excess cold GTP = 0%; GTP binding activity (percent of control), % at 10 µM; actives 0.055% (n = 190,000);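 active = fluorescent GTP binding to Rab7 beads changed by at least 20 points from the 100% baseline, either direction, mostly lower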;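 note: median green fluorescence of bound Bodipy-FL-GTP per Rab7 bead population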
Mcl1-Noxa inh: Mcl-1/Noxa interaction inhibition. AID 1022. actives 1.5% (n = 220,000). inhibition, % at 21.7 µM. TR-FRET Mcl-1/Noxa peptide binding, 2 h;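 active = compounds that cut the protein-peptide binding signal by more than 50% relative to plate controls in a single-dose test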;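 note: His-tagged Mcl-1 with rhodamine Noxa BH3 peptide and terbium anti-His antibody; 0% = Mcl-1 plus Noxa peptide wells and 100% = peptide-only wells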
Mcl1 Bid PPI: Mcl-1/Bid interaction inhibition; Q07820; TR-FRET Mcl-1/Bid-Dy647 peptide binding, 1536-well; inhibition, % at 21.7 µM; actives 0.97% (n = 220,000);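 active = compounds that cut the binding signal by more than half at the single screening dose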;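 note: His-tagged Mcl-1 with europium anti-His antibody binding Bid BH3 peptide; 0% = Mcl-1 plus peptide wells and 100% = peptide-only wells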
* hit, by the source's call; . = no result given.

compound	Rab2A wt mod	Cdc42 wt GTP	Pf gametocyte	Mcl-1 Bim block	RGS8-Gao	HRas wt GTP bind	Rac1 act GTP bind	Rac1 wt modul	Rab7 wt GTP bind	Mcl1-Noxa inh	Mcl1 Bid PPI
Cc1ccccc1OCCCn1c(=O)sc2ccccc21	101	103	9	-2	100	101	100	103	100	7	20
Cc1cc(O)cc(O)c1C(=O)Cc1ccccc1	98	101	15	-3	97	99	98	107	97	6	-12
Cn1nnnc1NCc1cccc(Cl)c1Cl	96	91	-3	-1	101	95	92	89	99	6	-19
CCOC(=O)c1cc2sccc2n1CC(=O)Nc1ccc(OC)c(OC)c1	102	102	-53	0	100	104	102	108	106	8	-36
Cc1ccc(NC(=O)C2CCN(S(C)(=O)=O)CC2)cc1C	98	99	.	-1	107	96	98	100	98	19	-12
CN(CCNS(=O)(=O)c1ccc2c(c1)oc(=O)n2C)Cc1ccccc1	102	100	.	-2	101	100	98	106	99	20	-3
OCC1(Cc2cccc(F)c2)CCN(Cc2ccc3cccc(F)c3n2)CC1	96	97	10	-3	101	96	94	96	95	8	-17
CCC(=O)NC(c1ccccc1)c1c(OC(C)=O)ccc2ccccc12 (stereo unspecified)	99	99	17	-4	102	99	96	101	105	13	-30
CCOC(=O)c1sc(NC(=O)CSc2nnnn2-c2ccccc2)c(C(=O)OCC)c1C	101	104	.	1	102	102	98	99	103	1	8
c1nc(NC2CCCC2)c2[nH]cnc2n1	106	109	.	0	100	106	103	110	102	-3	-3
CCOc1ccc(Br)cc1S(=O)(=O)Nc1ccc(C(=O)Nc2ccccc2OC)cc1	101	101	7	-3	101	104	103	104	98	8	2
CCOc1ccc2cc(C#N)c(SCC(=O)N3CCOCC3)nc2c1	103	104	3	0	102	102	103	105	101	4	-10
CCCn1c(SCC(=O)NCc2ccco2)nc2c1c(=O)n(C)c(=O)n2C	102	103	-30	0	100	104	102	109	103	0	-70
Cc1c(NC(=O)C(C)OC(=O)c2cccs2)c(=O)n(-c2ccccc2)n1C (stereo unspecified)	96	97	7	-1	95	94	91	97	91	11	-9
Cc1sc(NC(=O)C2CCCC2)c(C#N)c1C	95	103	3	-7	94	98	100	103	96	46	1
Cn1nnnc1SCC(=O)Nc1ccccc1C(=O)NCc1ccccc1	104	104	-28	1	95	102	99	101	101	0	-9
Cc1cccc(N2CCN(C(=O)Cn3cccc3C(=O)c3ccccc3)CC2)c1C	100	105	.	1	102	103	102	106	100	11	-10
COc1cccc(NC(=O)CSc2nnc(-c3ccc(C)cc3)o2)c1	100	102	.	0	102	100	98	104	102	-7	-26
CCOC(=O)CC(=O)CSc1ccc2nnc(-c3ccc(F)cc3)n2n1	99	99	.	1	101	99	98	99	102	.	.
CCN(CC)CCCn1c(C)cc2c(c1=O)C(c1ccc(OC)c(OC)c1OC)C(C#N)=C(N)O2 (stereo unspecified)	98	100	.	-1	102	100	98	101	98	8	-77
CN(C)CCNC(=O)CNC(=S)N(Cc1ccccc1)Cc1cccnc1	100	107	.	2	102	104	102	107	105	3	-16
Cc1nc2ccc(NC(=O)c3ccc(F)c(S(=O)(=O)N4CCOCC4)c3)cc2s1	97	99	10	-3	101	98	96	101	100	-1	-6
O=C(Nc1ccccc1)c1ccc(-c2ccccc2Cl)o1	99	99	-14	-2	98	100	97	102	101	-13	0
Cc1cc[n+](-c2nc3ccccc3nc2C(=C=[N-])C#N)cc1	90	92	.	-2	99	95	93	93	95	14	-18
CCC1CCCCN1C(=O)CSc1nnc(-c2cccc(Cl)c2)o1 (stereo unspecified)	97	96	.	2	98	96	95	95	98	24	-12
CCOC(=O)C1(Cc2ccc(OC)cc2)CCN(C(=O)CN2CCOC2=O)CC1	93	97	4	9	103	94	93	96	95	-17	-20
Cn1c(=O)c2c(nc(N3CCN(Cc4ccccc4)CC3)n2CCCc2ccccc2)n(C)c1=O	99	100	.	-2	102	101	99	102	101	-1	-14
Cn1c(SCc2ccc(C#N)cc2)nnc1-c1ccccc1	98	99	.	-6	104	97	99	102	97	0	-31
Cc1cc(C)n(-c2nnc(C)n2NS(C)(=O)=O)n1	101	102	12	0	99	100	100	104	99	4	-34
Cc1cc(C)n(CC(=O)c2ccc(Br)cc2)c(=O)c1C#N	101	103	29	0	99	102	101	111	98	12	1
COc1ccc(C(C)=O)cc1CSc1nnc(-c2ccc(Cl)cc2)n1-c1ccccc1	97	100	.	-1	98	100	98	101	100	2	6
COc1cccc(CNc2cccc3cccnc23)c1O	99	101	.	-2	99	100	100	104	97	-12	-132
O=C(c1cccn2c(=O)c3cc(Cl)ccc3nc12)N1CCN(Cc2ccc3c(c2)OCO3)CC1	103	105	8	0	103	102	100	106	101	17	-9
COc1ccccc1N1CCN(C(=O)/C=C/c2c(Cl)nc3ccccn23)CC1	94	92	4	-1	105	95	98	96	96	14	5
Cc1ccc(CN2C(=O)CCC2C(=O)NCC2CCCO2)cc1 (stereo unspecified)	100	99	.	1	100	100	101	99	101	19	-6
COc1ccccc1N1CCN(C(=O)CCn2c(=O)[nH]c3ccsc3c2=O)CC1	95	96	.	-3	106	96	95	97	98	-38	-48
CCOC(OCC)P(=O)(C(C)C)C(C)C	99	100	6	19	100	99	100	102	98	0	-13
COc1ccc(-c2[nH]ncc2/C=N/NC(=O)c2cccc([N+](=O)[O-])c2)cc1OC	95	93	-15	-2	104	96	95	96	97	19	-33
CC1CCN(C(=O)CSc2nnc(-c3ccncc3)n2C)CC1	100	100	5	1	98	101	99	102	101	5	10
C/C(N)=C(/C#N)C(=O)CSc1nnc(Cc2ccccc2F)n1N	99	101	17	4	95	99	96	98	98	10	-24
Cc1ccc(CCNC(=O)C23CN(Cc4ccccc4)CC2C(c2ccc([N+](=O)[O-])cc2)=NO3)cc1 (stereo unspecified)	100	100	-10	-4	88	99	97	98	99	-3	1
CCC(Sc1nc2ccsc2c(=O)n1-c1ccc(Cl)c(C)c1)C(=O)NCc1ccco1 (stereo unspecified)	99	100	0	0	97	99	100	103	99	-1	-29
O=C(CCN1C(=O)c2ccccc2C1=O)C1=NN[C@@H]2C(=O)N(c3cccc(F)c3)C(=O)[C@H]12	101	102	-5	-1	102	101	102	109	101	12	-17
CC(=O)Nc1ccc(S(=O)(=O)NCc2csc(C)n2)cc1	100	103	.	-1	.	100	99	103	98	7	8
COc1ccc(C)cc1S(=O)(=O)N1CCC(C(=O)NCCc2ccccc2)CC1	101	104	6	1	99	101	104	106	98	2	-29
Cc1cccc(-n2ccnc2CN2CCN(C3CCCC3)C(CCO)C2)c1 (stereo unspecified)	95	97	16	0	100	98	100	103	97	4	-31
Cc1ccc(-c2nc3ccccc3c(=O)n2NC(=O)COc2ccccc2)cc1	94	100	.	.	95	93	92	100	91	10	-1
CCCC1Cc2c(sc(N)c2C#N)CO1 (stereo unspecified)	96	98	.	-3	101	96	95	93	95	17	-52
O=C(c1cccnc1)N1CCN(c2ccc([N+](=O)[O-])cc2Cl)CC1	99	101	-12	0	101	99	99	103	100	27	4
CCc1nc2c(oc3ccccc32)c(=O)[nH]1	99	99	.	1	102	101	97	97	101	-2	16
COC(=O)c1[nH]c2cc(C)ccc2c1NC(=O)CN1CCCc2ccccc21	98	95	.	-2	102	94	95	96	94	11	-25
COc1ccccc1Nc1nnc(SCC(=O)N2CCCC2)s1	105	102	.	1	100	101	101	109	102	4	-27
COC(=O)CSc1nnc(CNC(=O)c2ccc(S(=O)(=O)N3CCOCC3)cc2)n1C	100	101	-1	0	100	97	102	101	98	2	-11
COC(=O)C1=C(C)Nc2nnnn2C1c1cccs1 (stereo unspecified)	97	99	-3	0	99	99	96	99	101	8	-17
CC(=O)N/N=C/c1cc(C(C)(C)C)cc(/C=N/NC(C)=O)c1O	94	97	9	-2	101	96	98	98	94	-20	-37
COc1ccc(C2C=C(C)Nc3nc4ccccc4n32)cc1 (stereo unspecified)	95	96	-6	-1	102	98	95	99	99	24	-78
COc1ccc(-c2nc(N)n(C(=O)Cc3ccccc3)n2)cc1	101	104	.	-1	101	102	99	99	98	5	3
